aDG glyco up: activators of alpha-DG glycosylation, primary screen, uHTS, Pro5-aDG cells, AlphaScreen; hit rate 0.22% among 360,000; activation, % at 10 µM; alpha-DG glycosylation AlphaScreen (IIH6); 0% Pro5, 100% B10-LARGE cell signal;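 active means activation of at least 8% versus controls, or a plate z-score of at least 8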;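 further: Pro5 are CHO cells carrying HIG-tagged alpha-DG that lacks glycosylation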
NR2E3 ag-1: NR2E3 agonists in two-hybrid cells, primary screen, cell-based, luminescence, CHO-S, Gal4-NCOR/VP16-NR2E3; luciferase; inhibition of corepressor binding, % at 3.98 µM; hit rate 0.35% among 360,000; AID 602229, 2012;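 active means inhibition above the mean of all tested compounds plus 3 SD, cut at about 70% in these data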;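 further: 0% = DMSO with NR2E3 transfected cells and 100% = cells lacking NR2E3 construct; higher means lower luciferase signal from less NR2E3 corepressor binding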
Target sequence (Q9Y5X4 whole entry, looked up, the tested form may be a part): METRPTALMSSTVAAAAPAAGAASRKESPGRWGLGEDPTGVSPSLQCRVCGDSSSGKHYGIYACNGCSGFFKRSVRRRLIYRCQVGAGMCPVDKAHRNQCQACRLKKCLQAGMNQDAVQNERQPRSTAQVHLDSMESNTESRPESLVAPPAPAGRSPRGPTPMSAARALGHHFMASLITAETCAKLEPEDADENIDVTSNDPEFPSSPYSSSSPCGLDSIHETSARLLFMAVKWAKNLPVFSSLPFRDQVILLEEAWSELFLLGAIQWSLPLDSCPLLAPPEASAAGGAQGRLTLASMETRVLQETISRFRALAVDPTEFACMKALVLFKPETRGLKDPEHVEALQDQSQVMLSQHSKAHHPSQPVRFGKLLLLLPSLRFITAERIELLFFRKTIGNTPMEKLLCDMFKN
PDI turbidity: inhibitors of human PDI, primary screen, biochemical, turbidity, single point, plate reader; Protein disulfide-isomerase (Homo sapiens), P07237; PDI insulin aggregation turbidity, A650, 90 min; inhibition, % at 10 µM; hit rate 0.052% among 350,000; AID 588391, 2011;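 active means mean inhibition across replicates of 30% or more, whatever share of single replicates reach that level; inconclusive means mean inhibition below 30% while every single replicate reaches 30%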;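 further: absorbance from insulin aggregation driven by PDI reduction with DTT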
Target sequence (P07237 whole entry, looked up): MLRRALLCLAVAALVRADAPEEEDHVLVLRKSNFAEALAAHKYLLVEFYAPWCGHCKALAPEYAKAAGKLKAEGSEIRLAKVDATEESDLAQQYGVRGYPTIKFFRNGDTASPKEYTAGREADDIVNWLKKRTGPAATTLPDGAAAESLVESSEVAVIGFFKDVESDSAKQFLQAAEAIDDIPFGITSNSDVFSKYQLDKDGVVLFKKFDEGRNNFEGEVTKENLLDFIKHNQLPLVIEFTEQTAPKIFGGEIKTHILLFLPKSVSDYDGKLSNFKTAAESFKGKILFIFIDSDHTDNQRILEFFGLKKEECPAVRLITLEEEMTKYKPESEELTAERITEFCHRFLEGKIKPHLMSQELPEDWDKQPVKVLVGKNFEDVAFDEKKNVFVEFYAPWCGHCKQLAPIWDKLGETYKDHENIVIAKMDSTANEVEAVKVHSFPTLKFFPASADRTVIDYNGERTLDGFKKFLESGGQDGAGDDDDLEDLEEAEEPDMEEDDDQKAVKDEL
iPSC survival up: enhancers of single-cell hiPSC survival, primary screen, ATPlite luminescence; 100% = ROCK inhibitor wells, 0% = DMSO; survival enhancement, % at 20 µM; hit rate 0.044% among 360,000; AID 602274, 2012; in the data active means survival enhancement above about 18%;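 further: cells exposed to compounds for 16 hours before the ATP read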
CaV13 FRET inh: Primary screen for inhibitors of IQ motif and Ca2+-dependent inactivation inhibitor domain binding in CACNA1D, Förster resonance energy transfer in living cells, … | HEK cells, CFP/YFP FRET ICDI-IQ, plate reader, 10 min; percent FRET-ratio fall versus neutral wells | inhibition, % at 12.3 µM | hit rate 0.098% among 340,000;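 active means mean replicate inhibition of at least 30% and at least 1% of replicates passing that level; inconclusive means only one of the two criteria is met; inactive means neither criterion is met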;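 further: 0% = median of the neutral control wells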
TRPM1 prom inh: inhibitors of MITF-dependent TRPM1 promoter reporter, primary screen, cell-based, SK-MEL-5, single point, luciferase | SK-MEL-5 TRPM1 promoter luciferase, 24 h | inhibition, % at 12.5 µM | hit rate 0.83% among 330,000;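 active means mean inhibition across replicates of 60% or more, whatever share of single replicates reaches that level; inconclusive means some that reach 60%, reason not given; inactive means mean inhibition across replicates below 60%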; further: values of inactives mirror those of a sister screen read the other way
Exocytosis inh: LAMP-1 surface exposure blockers, TALL-104 cells – cell-based, flow cytometry, MLPCN library, primary screen | TALL-104 LAMP-1 surface exposure; cells stimulated with thapsigargin and PMA | inhibition, % at 10 µM | hit rate 0.66% among 360,000 | AID 651702, 2012;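 active means inhibition above about 55%, limit read from the data; inconclusive means no clear call, values can overlap the other calls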
HIF-2a block: HIF-2a reporter inhibitors, primary screen, luminescence, 786-0 RCC cells; 786-0 RCC cells HIF-2a reporter, luciferase luminescence, overnight; inhibition, % at 18.8 µM; hit rate 0.72% among 360,000; AID 624352, 2012;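 active means inhibition of the luminescence signal of 40% or more relative to plate controls, in a single-dose primary screen at 18.75 µM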
NR2E3 ag-2: inhibitors of NR2E3-RetCOR corepressor binding, primary screen, NR2E3 agonist project, biochemical, TR-FRET, GST-NR2E3, biotin-RetCOR; Photoreceptor-specific nuclear receptor (Homo sapiens), Q9Y5X4; 1536-well; inhibition of corepressor binding, % at 4.78 µM; hit rate 0.12% among 320,000; AID 2300, 2010;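 active means percent inhibition above the cutoff of mean plus 3 SD of all tested compounds, set per screening campaign, cut at about 20% in these data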;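 further: 0% = DMSO wells and 100% = biotin wells as full block of FRET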
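system = GST-tagged NR2E3 plus biotinylated RetCOR corepressor | input = 1.35 nM GST-NR2E3 | also added = 7 nM biotin-RetCOR | schedule = 5 h incubation at 4 °C | measured by = TR-FRET with europium anti-GST and streptavidin-D2, 340 nm excitation | read-out = percent loss of FRET ratio relative to control wells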
Peg3 promoter: Peg3 promoter-driven luciferase inhibitors, primary screen, cell-based, HeLa, luciferase luminescence | hit rate 1.7% among 360,000 | HeLa PEG-Prom luciferase reporter, overnight | inhibition, % at 20 µM | AID 588405, 2011;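 active means inhibition of at least 50% at 20 µM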
Vif imaging: HIV Vif self-association inhibitors, primary screen, imaging, HEK293T, single point; HEK293T cells, Vif self-association by quenched fluorescence, 24 h; inhibition, % at 7.49 µM; hit rate 0.35% among 340,000; AID 602346, 2012; in the data active means inhibition above about 50%, passing the limit was not always enough; inconclusive means no clear call, values can overlap the other calls; inactive means below about 31%; further: some results filed as inactive read as strong as hits
* = called active by the depositor; ? = inconclusive; · = not tested or not shown.

nr | SMILES | aDG glyco up | NR2E3 ag-1 | PDI turbidity | iPSC survival up | CaV13 FRET inh | TRPM1 prom inh | Exocytosis inh | HIF-2a block | NR2E3 ag-2 | Peg3 promoter | Vif imaging
1 | CCOc1ccccc1OCCCC(=O)NNC(=O)c1cc(C)oc1C | 0.1 | 1 | 4 | -0.2 | -5 | 4 | -2 | 1 | 0 | 11 | -10
2 | CCN1C(=O)N[C@H](c2ccccc2)C(C(C)=O)=C1C | -0.1 | -20 | 1 | 3.5 | -10 | -4 | -3 | 12 | 4 | -1 | 0
3 | Cc1ccnn1CCC(=O)N1CCCC(CCC(=O)NCc2ccccc2F)C1 (configuration not stated) | -0.2 | -24 | 5 | 3.9 | -7 | -5 | 0 | -5 | -1 | -5 | -30
4 | O=C(COC(=O)c1cccc(S(=O)(=O)N2CCCC2)c1)Nc1cccc(Br)c1 | -0.1 | -25 | -4 | 0.9 | -10 | · | -4 | -4 | · | -11 | 3
5 | O=C(Nc1nc2ccc(C(=O)N3CCCCC3)cc2s1)C1CCCCC1 | -0.1 | -24 | -6 | -0.9 | -4 | 1 | 5 | -21 | 2 | 18 | -5
6 | CC(C)CC(/C(O)=C(\C#N)c1nc2ccccc2[nH]1)N1C(=O)c2ccccc2C1=O (configuration not stated) | -0.4 | 8 | 2 | 1.6 | 0 | 14 | -3 | 33 | 6 | 20 | -2
7 | O=C(CSc1cccc2cccnc12)Nc1cccc(S(=O)(=O)N2CCOCC2)c1 | -0.2 | -16 | -1 | 0.3 | 4 | -4 | 7 | 13 | -1 | 7 | 7
8 | COc1ccc(C(=O)N[C@H](C(=O)OCCCOC(=O)[C@@H](NC(=O)c2ccc(OC)cc2)C(C)C)C(C)C)cc1 | 1.4 | 5 | 1 | 1.0 | -3 | 16 | 1 | 16 | · | 15 | 9
9 | COc1cccc(NC(=O)C(=O)NCCC2CCCCN2S(=O)(=O)c2ccccc2)c1 (configuration not stated) | 0.0 | -123 | -4 | -0.1 | -6 | -105 | 5 | -190 | 4 | -303 | -11
10 | COc1ccc(N)cc1S(=O)(=O)Nc1ccccc1Cl | -0.2 | 1 | 4 | 0.8 | -2 | -22 | -2 | 13 | -2 | 0 | -4
11 | COc1cc(SSc2cc(OC)cc([N+](=O)[O-])c2N)c(N)c([N+](=O)[O-])c1 | 0.2 | -34 | 4 | -0.3 | -3 | 19 | 42 | 39 | -15 | 50 | -3
12 | Cc1c(CNC(=O)c2cnn3c2NC(c2ccc(Br)cc2)CC3C(F)(F)F)cnn1C (configuration not stated) | 0.0 | 6 | -1 | 4.4 | · | -2 | -2 | 8 | 1 | 3 | -8
13 | O=C(NC1CCCCC1)c1c2c(nc3ccccc13)CCC2 | 0.2 | -33 | 6 | -0.9 | -21 | 10 | -1 | 12 | 0 | 8 | 25
14 | O=C(CNC(=O)C1COc2ccccc2O1)Nc1ccc(F)c(F)c1 (configuration not stated) | 0.7 | 5 | 6 | -2.9 | -5 | 9 | 2 | 7 | · | 14 | -5
15 | Cc1ccc(C2(O)CN(c3ccccc3)C3=[N+]2CCS3)cc1 (configuration not stated) | 0.2 | -21 | 11 | -0.3 | -16 | -8 | 3 | -20 | -4 | -12 | 4
16 | Cc1cc(-c2ccc(S(=O)(=O)Nc3ccc(C#N)cc3)s2)on1 | 0.0 | 16 | 3 | 0.8 | -3 | -1 | 1 | -4 | 6 | -8 | 3
17 | COc1ccc(OC)c(S(=O)(=O)N2CCN3CCCC3C2)c1 (configuration not stated) | 0.0 | -7 | -9 | 0.3 | 2 | 10 | -2 | 17 | 2 | 14 | 19
18 | CCn1c(=O)[nH]c2cc(C(=O)N3CCN(c4ccccc4)CC3)ccc2c1=O | 0.0 | -5 | 6 | -0.6 | -7 | 5 | -1 | -15 | -2 | -2 | -4
19 | O=c1[nH]n(-c2cccc(Cl)c2)c2ncccc12 | -0.3 | -1 | 26 | 1.3 | -5 | -3 | -4 | 9 | -2 | 6 | 16
20 | COc1ccc(/C=N/NC(=O)c2cc(C34CC5CC(CC(C5)C3)C4)[nH]n2)cc1OC | -0.1 | 2 | -1 | 4.3 | -10 | -10 | -3 | 21 | 4 | 14 | -3
21 | CN(C)c1ccc(S(=O)(=O)c2ccc(Cl)cc2)cc1 | 0.1 | -3 | -6 | -2.4 | · | -2 | 1 | 18 | 2 | 15 | -11
22 | CCCCCn1cnc2sc(CC)cc2c1=O | -0.3 | -145 | -19 | -1.7 | -5 | -63 | ? | -218 | 0 | -264 | -1
23 | O=C(NCc1ccc2c(c1)OCO2)C(=O)NCC1OCCN1S(=O)(=O)c1ccccc1 (configuration not stated) | 0.5 | 16 | -5 | 1.1 | · | 2 | 0 | 11 | -1 | 0 | -2
24 | CCCCN1C(=S)NC[C@@H]1C(C)CC (some centres not stated) | 0.1 | -11 | 9 | -1.5 | -11 | 8 | -3 | 6 | 2 | 4 | -2
25 | Cc1ccc(NC(=O)CCC(=O)N2CCOCC2)nc1 | -0.2 | -11 | 5 | -0.6 | -5 | 2 | -13 | -1 | 2 | -4 | -7
26 | CCC(CC)c1nnc(NC(=O)CS(=O)(=O)c2ccccc2)s1 | 0.1 | -6 | -4 | 0.2 | -3 | 11 | -2 | 7 | 0 | 0 | -6
27 | CC(C)(C)NC(=O)c1cccc(NC(=O)CSc2ccccc2)c1 | 0.1 | -12 | 3 | 9.8 | · | 5 | 4 | 2 | 2 | -14 | ·
28 | CCOC(=O)C1(CCCc2ccccc2)CCN(C(=O)c2cc(C)nc(C)n2)CC1 | 0.3 | -14 | 8 | -1.1 | 4 | 0 | -6 | 0 | 5 | 18 | -2
29 | CCC(C)[C@@H]1NC(=O)N(CCCN2CCCC2=O)C1=O (some centres not stated) | 0.1 | -35 | -5 | -0.3 | -14 | 3 | 6 | 16 | 0 | 12 | -6
30 | Cc1cc2c(NC(=O)Nc3ccc(C(C)(C)C)cc3)cccc2nn1 | 0.7 | 5 | 15 | -0.6 | -5 | 12 | -6 | -34 | 0 | -14 | 13

An excerpt from above in order of count of non-hydrogen atoms, high to low.
nr | SMILES | aDG glyco up | NR2E3 ag-1 | PDI turbidity | iPSC survival up | CaV13 FRET inh | TRPM1 prom inh | Exocytosis inh | HIF-2a block | NR2E3 ag-2 | Peg3 promoter | Vif imaging
8 | COc1ccc(C(=O)N[C@H](C(=O)OCCCOC(=O)[C@@H](NC(=O)c2ccc(OC)cc2)C(C)C)C(C)C)cc1 | 1.4 | 5 | 1 | 1.0 | -3 | 16 | 1 | 16 | · | 15 | 9
28 | CCOC(=O)C1(CCCc2ccccc2)CCN(C(=O)c2cc(C)nc(C)n2)CC1 | 0.3 | -14 | 8 | -1.1 | 4 | 0 | -6 | 0 | 5 | 18 | -2
14 | O=C(CNC(=O)C1COc2ccccc2O1)Nc1ccc(F)c(F)c1 (configuration not stated) | 0.7 | 5 | 6 | -2.9 | -5 | 9 | 2 | 7 | · | 14 | -5
10 | COc1ccc(N)cc1S(=O)(=O)Nc1ccccc1Cl | -0.2 | 1 | 4 | 0.8 | -2 | -22 | -2 | 13 | -2 | 0 | -4

Continued:
nr | SMILES | aDG glyco up | NR2E3 ag-1 | PDI turbidity | iPSC survival up | CaV13 FRET inh | TRPM1 prom inh | Exocytosis inh | HIF-2a block | NR2E3 ag-2 | Peg3 promoter | Vif imaging
31 | COc1ccc(N2C(=S)NC(C)(C)CC2(C)c2ccc(OC(C)=O)cc2OC(C)=O)cc1 (configuration not stated) | -0.2 | -6 | 2 | -0.7 | -2 | 6 | -4 | 11 | 0 | 4 | -2
32 | Cc1ccc(C(=O)Cc2nc3ccccc3[nH]2)cc1 | 0.0 | -77 | -6 | 1.1 | -5 | -33 | 11 | -112 | -2 | -78 | 18
33 | OCCNCc1cc(Br)ccc1OCc1ccc(Cl)cc1 | 1.9 | -4 | -3 | 0.7 | -4 | -24 | 2 | -5 | 2 | 0 | ·
34 | COc1ccc(C(=O)Nc2oc(-c3ccccc3)c(-c3ccccc3)c2C#N)cc1OC | 0.3 | 21 | 8 | 4.8 | · | -3 | 3 | -13 | 5 | -2 | -5
35 | COc1ccc(S(=O)(=O)N2CCCCC2)cc1NC(=O)CCNC(=O)c1ccc(Cl)cc1 | -0.1 | -3 | -3 | 1.8 | -2 | 0 | -13 | 15 | · | 4 | -3
36 | COc1ccccc1NC(=S)N1CCN(Cc2ccc3c(c2)OCO3)CC1 | -0.2 | -1 | 6 | -0.7 | -4 | 0 | 0 | 24 | -2 | 0 | -12
37 | COc1ccc(-c2nnc(NC(=O)c3ccc(F)cc3)o2)cc1 | 0.7 | -22 | 0 | 1.4 | -5 | · | 7 | 15 | 2 | 39 | -1
38 | CCOc1ccc(N2C(=O)CC(NC3CCN(C(=O)c4ccc(F)cc4)CC3)C2=O)cc1 (configuration not stated) | 0.0 | -12 | -1 | 0.3 | -5 | 6 | -1 | 7 | 4 | 8 | ·
39 | O=C(NNc1ccccc1)Nc1cc(Cl)ccc1Cl | 0.0 | 13 | -3 | -0.7 | -16 | 8 | -1 | 2 | · | 13 | 16
40 | CCCC(=O)Oc1ccccc1C1SCc2cc(C)c(C)cc2CS1 | -0.2 | -30 | -6 | -4.8 | · | 12 | -2 | 3 | 1 | -8 | 2
41 | CC(C(=O)Nc1ccc(O)cc1)c1cccc(C(=O)c2ccccc2)c1 (configuration not stated) | 0.6 | -18 | -10 | 0.8 | -13 | 15 | 2 | 8 | 0 | -3 | 5
42 | Cc1ccccc1OCC(=O)Nc1cccc(S(=O)(=O)NC2=NCCCCC2)c1 | -0.1 | -5 | -4 | 0.4 | -4 | -9 | 7 | -12 | -1 | -16 | -1

Single records (already shown):
COc1ccc(S(=O)(=O)N2CCCCC2)cc1NC(=O)CCNC(=O)c1ccc(Cl)cc1 is listed as aDG glyco up: -0.1; NR2E3 ag-1: -3; PDI turbidity: -3; iPSC survival up: 1.8; CaV13 FRET inh: -2; TRPM1 prom inh: 0; Exocytosis inh: -13; HIF-2a block: 15; NR2E3 ag-2: ·; Peg3 promoter: 4; Vif imaging: -3
CCN1C(=O)N[C@H](c2ccccc2)C(C(C)=O)=C1C is listed as aDG glyco up: -0.1; NR2E3 ag-1: -20; PDI turbidity: 1; iPSC survival up: 3.5; CaV13 FRET inh: -10; TRPM1 prom inh: -4; Exocytosis inh: -3; HIF-2a block: 12; NR2E3 ag-2: 4; Peg3 promoter: -1; Vif imaging: 0

High-throughput results (PubChem BioAssay)
